D1 antagonist = antagonists of human D1 dopamine receptor | P21728 | activity change, negative = inhibition, % at 10 µM | HEK293 TREx D1 cells, calcium flux, dopamine EC80; stronger effect = lower value | 3.2% of 360,000 active | AID 504652; in the data active means activity change below about -30%; further: on the % scale 0 is the no-effect control and ±100 the full control effect
Target sequence (P21728 whole entry, looked up): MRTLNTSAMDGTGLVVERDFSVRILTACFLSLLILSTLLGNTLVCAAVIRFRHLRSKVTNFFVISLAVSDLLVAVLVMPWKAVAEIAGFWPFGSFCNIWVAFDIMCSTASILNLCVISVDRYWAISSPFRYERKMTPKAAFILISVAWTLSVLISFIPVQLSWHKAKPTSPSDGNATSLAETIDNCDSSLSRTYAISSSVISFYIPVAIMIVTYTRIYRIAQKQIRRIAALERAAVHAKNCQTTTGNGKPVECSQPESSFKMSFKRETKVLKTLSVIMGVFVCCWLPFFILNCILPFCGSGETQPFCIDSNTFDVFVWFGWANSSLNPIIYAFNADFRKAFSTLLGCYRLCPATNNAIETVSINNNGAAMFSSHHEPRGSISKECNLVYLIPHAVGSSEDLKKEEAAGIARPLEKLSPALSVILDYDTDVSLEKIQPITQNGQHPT
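Kinetic fluorescence of a calcium dye serves as the read-out. D1-expressing Hek293 Trex cells, induced overnight at 30 C, are exposed to compound for 180 s before an EC80 dopamine addition, then read 180 s further.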
D2 PAM = positive allosteric modulators of human D2 dopamine receptor. P14416. HEK293 T-REx D2, calcium flux, EC20 dopamine potentiation. potentiation, % at 10 µM. 0.34% of 340,000 active. AID 485347;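 active means potentiation over 3 SD above the plate norm, cut at about 30% in these data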; further: 0% is about no effect
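Potentiation of an EC20 dopamine calcium response is measured in a force-coupled, tetracycline-inducible Hek293 Trex D2 line. Compound-only kinetic reads over 180 s flag agonists before dopamine addition.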
D1 ag = human D1 receptor agonism; P21728; HEK293 T-REx D1 cells, calcium flux, agonist mode; activation, % at 2 µM; 1% of 360,000 active; in the data active means activation above about 30%; further: 0% is about no effect
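Agonism was scored from calcium flux recorded over 180 s (1 read/s) after pintool compound addition, following a 10-cycle baseline. Cells were inducible force-coupled HEK293 TREx D1, plated overnight at 30 C and loaded with no-wash calcium dye.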
D1 PAM = enhances dopamine response at the human D1 receptor; potentiation, % at 10 µM; P21728; AID 504651; HEK293 TREx D1 cells, calcium flux, dopamine EC20 potentiation; 0.036% of 360,000 active; in the data active means potentiation above about 30%; further: 0% is about no effect
GRP78 ERSR act = inducers of ER stress response in human glioma cells. AID 602332. Potency, µM, inactives show at the highest dose activation, usual class: activators. 0.02% of 420,000 active. U87-MG GRP78 promoter luciferase reporter, 16 h; further: potency means the concentration at half of the fitted maximal effect; series mostly up to about 76 µM; % of control where 0% means no effect; nearly all actives have a fitted effect of over 35% in size
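ERSR induction read as luciferase luminescence (Bright-Glo, 10 min at room temperature) in stably transfected human U87-MG glioma cells exposed to compounds for 16 h, using GRP78 as sensor.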
LDHA inh = blocks human lactate dehydrogenase A; purified LDHA, NADH/diaphorase-resazurin fluorescence; stronger effect = lower value; activity change, % (values are at about 110 or 230 µM); 0.15% of 480,000 active; in the data active means activity change below about -30%; inconclusive means mostly about -25% to -30%;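 further: plate controls were DMSO wells for no effect and wells without enzyme for full effect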
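LDH5 2 nM; NADH 0.06 mM, pyruvate 0.2 mM; 200 mM Tris pH 7.4, EDTA, Tween-20; 5 min RT. Detection: diaphorase 0.133 mg/mL + resazurin 37 µM, fluorescence ex540/em590 at 0 and 20 min; normalized to enzyme-free and DMSO wells.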
Vif-A3G inh = blocks the Vif interaction with human APOBEC3G; Q9HC16; HeLa A3G-eYFP + Vif (tagged APOBEC3G with the HIV-1 protein that degrades it), YFP fluorescence, overnight; Potency, µM (titrated, usually from 46.1 µM), for the others: at the top dose activity, negative = active, actives largely listed as inhibitors; 0.076% of 410,000 active;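 further: potency means the concentration at half of the fitted maximal effect; on the % scale 0 is the no-effect control and ±100 the full control effect; nearly all actives have a fitted effect of over 60% in size; hits raise eYFP signal because A3G escapes Vif-driven loss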
Target sequence (Q9HC16 whole entry, looked up): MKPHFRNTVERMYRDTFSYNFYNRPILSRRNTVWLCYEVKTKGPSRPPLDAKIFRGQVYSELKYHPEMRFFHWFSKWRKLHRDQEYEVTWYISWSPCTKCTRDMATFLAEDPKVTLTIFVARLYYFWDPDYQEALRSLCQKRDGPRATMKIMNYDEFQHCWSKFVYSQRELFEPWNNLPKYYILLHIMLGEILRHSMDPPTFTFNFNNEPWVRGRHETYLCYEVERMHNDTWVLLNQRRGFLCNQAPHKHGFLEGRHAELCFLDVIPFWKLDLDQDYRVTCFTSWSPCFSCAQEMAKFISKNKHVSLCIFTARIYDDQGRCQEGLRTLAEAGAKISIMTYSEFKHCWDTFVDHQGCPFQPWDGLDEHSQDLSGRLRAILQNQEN
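Read-out is eYFP fluorescence (Ex 488/Em 500-530) from Vif-expressing HeLa A3G-eYFP cells; more signal means A3G escaped Vif-mediated degradation. Cells plated overnight, compound pinned in, incubated overnight at 37 deg C.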
RXFP1 agonist = activates the human relaxin receptor RXFP1; 0.3% of 370,000 active; HEK293T-RXFP1 cAMP TR-FRET, 30 min; response scale: percent of porcine relaxin response, buffer zero; Potency, µM (highest dose often 57.5 µM), inactives show top-dose activation, usual class: activators; AID 2676; further: potency means the concentration at half of the fitted maximal effect; on the % scale 0 is the no-effect control and ±100 the full control effect; nearly all actives have a fitted effect of over 60% in size; many of its hits are not listed in these tables
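HEK293 cells stably expressing RXFP1, treated 30 min at 37C with compounds plus PDE4 inhibitor Ro 20174; cAMP measured by HTRF TR-FRET. Normalized to buffer and 29 nM porcine relaxin; EC50 by Hill fit.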
Vif-A3F inh = Vif-A3F binding inhibition. Potency, µM (series often up to 46.1 µM), for the others: at the highest dose activity, negative = active. AID 602313. 0.2% of 390,000 active. HeLa A3F-eYFP + Vif (tagged APOBEC3F with the HIV-1 protein that degrades it), YFP fluorescence increase; further: potency means the concentration at half of the fitted maximal effect; % of control where 0% means no effect; nearly all actives have a fitted effect of over 65% in size
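HeLa cells stably expressing A3F-eYFP plus Vif, plated and incubated overnight at 37 deg C, then exposed to compounds overnight at 37 deg C. Blocked degradation read as raised yellow fluorescence (Ex 488/Em 500-530).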
Numbers without * were called inactive; ? = inconclusive; nt = no result given. Unless noted, the call rests on the fitted dose curve; in most records, active means well fitted curve in the direction sought with a large enough effect; inconclusive means small, poorly fitted or top-dose-only effect, or another doubt; inactive means no such curve, though single readings can be large; an effect the other way counts as inactive or inconclusive. Only part of the results is shown; count on the stated rates, not on these rows.

cpd | compound | D1 antagonist | D2 PAM | D1 ag | D1 PAM | GRP78 ERSR act | LDHA inh | Vif-A3G inh | RXFP1 agonist | Vif-A3F inh
1 | C=CCc1cccc(/C=N/NC(=O)C(C)Nc2ccc(C)cc2)c1O (stereo not drawn) | -5 | nt | 1 | 2 | -5% | 5 | -4% | 3.2% | -6%
2 | COc1ccc(NC(=O)CCCOc2ccc(C)cc2)cc1S(=O)(=O)N1CCCCC1 | nt | nt | nt | nt | -4% | -1 | 1% | nt | 0%
3 | Cc1ccc(N(CCC#N)C(=O)COC(=O)c2nc3nc(C)cc(C)n3n2)cc1 | -7 | 2 | 1 | -12 | -5% | -2 | 4% | 1.6% | -2%
4 | [O-]C(=C(C(=S)Nc1cccc2ccccc12)[n+]1cccc(CO)c1)c1ccc(Cl)s1 | nt | nt | nt | nt | -5% | 33 | -1% | nt | -8%
5 | Cc1csc(SCC(=O)Nc2cc(C(C)(C)C)nn2-c2ccccc2)n1 | 2 | -4 | 3 | 0 | -6% | -1 | 3% | 0.0% | -5%
6 | Cc1cccc(N2N=C(C(=O)N3Cc4ccccc4CC3C(N)=O)CCC2=O)c1 (stereo not drawn) | nt | nt | nt | nt | -3% | -2 | 1% | nt | 1%
7 | CCOC(=O)c1c(S(=O)(=O)N2CCN(Cc3ccccc3)CC2)c(C)n(C)c1C | 27 | -1 | 1 | -4 | 1% | -2 | 3% | -0.2% | 3%
8 | O=C(NCc1cccs1)c1cccn2c(=O)c3sccc3nc12 | -19 | 6 | 0 | -3 | -2% | -2 | -2% | 7.7% | -12%
9 | Cc1cc(C)cc(N(CC(=O)NC2CCCC2)C(=O)CNC(=O)c2ccco2)c1 | 9 | 1 | 9 | nt | -5% | -7 | 4% | 0.9% | -9%
10 | O=C(CNC(=O)c1ccc(Br)o1)NNC(=O)c1ccccc1O | -11 | -2 | 2 | -5 | 2% | 6 | -3% | 0.7% | 4%
11 | CC1CCCC12NC(=O)NC2=O (stereo not drawn) | nt | nt | nt | nt | -4% | -5 | 1% | nt | 12%
12 | O=C(O)C1CCCCC1C(=O)NCCc1ccccc1 (stereo not drawn) | 25 | 6 | 2 | 2 | 3% | -11 | 0% | 0.8% | -4%
13 | COC(=O)c1ccc(C(=O)Nc2ccc(C(C)C)cc2N)cc1 | -40* | nt | -2 | 3 | 1% | -6 | -1% | 2.5% | 5%
14 | O=C(N/N=C/CCc1ccccc1)c1ccc(CN2c3cccc4cccc(c34)S2(=O)=O)cc1 | 6 | 8 | -2 | 2 | -8% | -2 | 0% | -0.1% | -7%
15 | COc1ccc(Cl)cc1Nc1nnc(-c2ccncc2)s1 | 7 | -2 | 0 | -8 | -1% | -4 | 1% | 0.6% | -6%
16 | CCOn1c(=O)c(-c2cccc([N+](=O)[O-])c2)[n+]([O-])c2ccccc21 | 1 | 12 | 1 | 11 | -4% | -3 | 4% | 1.5% | -17%
17 | COc1ccc(-c2cc(C(F)(F)F)nc(SCC(=O)NCCc3ccccc3)n2)cc1OC | 29 | 19 | 7 | -7 | -1% | 0 | -9% | 13% | -4%
18 | COc1cc2c(oc(=O)c3cc(C)cc(OC)c32)c2c(C3OC(C)C(O)C(C)(O)C3O)ccc(O)c12 (stereo not drawn) | nt | nt | nt | nt | -1% | 21 | -10% | nt | 10%
19 | CCOc1ccc2nc(-c3ccccc3)[nH]c2c1 | -3 | -13 | 1 | -2 | -10% | -1 | ? | 3.5% | -6%
20 | CC(CC1CC(C)(C)OC1=O)C(=O)Nc1ccc([N+](=O)[O-])cc1 (stereo not drawn) | 1 | -8 | 11 | -9 | -4% | -6 | -1% | 0.0% | 2%
21 | COc1ccc(S(=O)(=O)Nc2ccc(O)c3ccccc23)cc1 | 2 | nt | 4 | 1 | -15% | 34 | ? | -1.1% | -8%
22 | Cc1ccnc(NS(=O)(=O)c2ccc(NC(=O)c3ccc4c(c3)OCCO4)cc2)n1 | 10 | 0 | 0 | -6 | -1% | -8 | 0% | 0.0% | 4%
23 | COc1ccc(-c2noc(-c3ccc(N4CCN(c5ccc(OC)cc5)CC4)c([N+](=O)[O-])c3)n2)cc1 | 2 | -4 | 0 | -2 | 1% | -5 | 4% | -3.6% | 7%
24 | Cc1ccccc1NS(=O)(=O)c1cc(OCC(N)=O)c(C)cc1Cl | -16 | 3 | 0 | -1 | -3% | -2 | 0% | 0.8% | 4%
25 | COc1ccc(NC(=O)Cn2c(=O)c3ccccc3n3nncc23)c(OC)c1 | 6 | -2 | 0 | 0 | -1% | -1 | 1% | ? | -13%
26 | Cn1nc(C(=O)NCC(c2cccs2)N2CCOCC2)c2ccccc2c1=O (stereo not drawn) | nt | nt | nt | nt | -4% | -2 | 0% | nt | ?
27 | Cc1ccc(C)c(-n2c(SCC(=O)Nc3nnc(C)s3)nnc2-c2ccoc2C)c1 | 7 | -7 | 0 | 1 | -6% | -2 | 0% | 0.2% | 7%
28 | CCc1ccc(C2CC(=O)N(c3cccc(F)c3)C3=C2C(=O)OC3)cc1 (stereo not drawn) | -15 | 12 | 2 | -3 | -5% | -7 | 0% | -3.2% | 10%
29 | O=C(CSc1nnc(NC(=O)c2cccc(F)c2)s1)NCC1CCCO1 (stereo not drawn) | -6 | 11 | 1 | 0 | -1% | -1 | 1% | -1.5% | 6%
30 | CCN(CC)S(=O)(=O)c1ccc(NC=C(C#N)C#N)cc1 | 4 | -2 | 3 | -2 | -2% | -14 | 0% | 0.2% | 2%
31 | CC(=O)[C@@H]1[C@@H]2C(=O)N(c3ccccc3F)C(=O)[C@@H]2[C@H]2c3ccccc3C=NN12 | -1 | 0 | 1 | 5 | -1% | -13 | 0% | -1.2% | 3%
32 | CN(C(=O)CN1C(=O)NC2(CCc3ccccc32)C1=O)C1CCCCC1 (stereo not drawn) | nt | nt | nt | nt | -5% | -3 | 0% | nt | -17%

Part of the list above in order of molar mass, ascending:
cpd | compound | D1 antagonist | D2 PAM | D1 ag | D1 PAM | GRP78 ERSR act | LDHA inh | Vif-A3G inh | RXFP1 agonist | Vif-A3F inh
30 | CCN(CC)S(=O)(=O)c1ccc(NC=C(C#N)C#N)cc1 | 4 | -2 | 3 | -2 | -2% | -14 | 0% | 0.2% | 2%
28 | CCc1ccc(C2CC(=O)N(c3cccc(F)c3)C3=C2C(=O)OC3)cc1 (stereo not drawn) | -15 | 12 | 2 | -3 | -5% | -7 | 0% | -3.2% | 10%
25 | COc1ccc(NC(=O)Cn2c(=O)c3ccccc3n3nncc23)c(OC)c1 | 6 | -2 | 0 | 0 | -1% | -1 | 1% | ? | -13%
29 | O=C(CSc1nnc(NC(=O)c2cccc(F)c2)s1)NCC1CCCO1 (stereo not drawn) | -6 | 11 | 1 | 0 | -1% | -1 | 1% | -1.5% | 6%

Some entries already given, showing only D1 ag.
cpd	smiles	D1 ag
30	CCN(CC)S(=O)(=O)c1ccc(NC=C(C#N)C#N)cc1	3
31	CC(=O)[C@@H]1[C@@H]2C(=O)N(c3ccccc3F)C(=O)[C@@H]2[C@H]2c3ccccc3C=NN12	1

Next part
#	structure	D1 antagonist	D2 PAM	D1 ag	D1 PAM	GRP78 ERSR act	LDHA inh	Vif-A3G inh	RXFP1 agonist	Vif-A3F inh
33	COc1cccc(C2C(C#N)=C(N)Oc3cc(C)n(Cc4ccccn4)c(=O)c32)c1OC (stereo not drawn)	13	-11	1	-5	0%	-5	-1%	12%	-10%
34	Cc1[nH]nc(C(F)(F)F)c1CCC(=O)NC1CCCCCC1	nt	nt	nt	nt	3%	2	3%	nt	-2%
35	CNC(=S)N1CCC(c2nc3ccccc3s2)CC1	-3	18	5	-4	3%	-6	0%	2.7%	1%
36	CC(=O)c1cccc(NC(=O)C(OC(=O)c2cccc(S(=O)(=O)N(C)c3ccccc3)c2)c2ccccc2)c1 (stereo not drawn)	0	-4	9	-10	-3%	-7	-6%	0.0%	-3%
37	CCOc1ccccc1NC(=O)c1ccc(C(=O)Nc2ccccc2OCC)cc1	-9	-5	0	1	-1%	-9	-2%	0.7%	1%
38	CCC(C)[C@H](NS(=O)(=O)c1ccc(C)cc1)C(=O)N1CCC(C(=O)N[C@@H](Cc2ccccc2)C(=O)O)CC1 (stereo partly drawn)	-13	5	4	2	-1%	0	0%	1.5%	3%
39	COc1ccc(N2CCN(C(c3ccccc3)c3sc4nc(-c5ccco5)nn4c3O)CC2)cc1 (stereo not drawn)	nt	nt	-3	-1	-1%	5	6%	0.9%	2%
40	COc1ccccc1C(=O)NNC(=O)c1ccncc1	1	nt	2	-1	0%	-7	2%	-0.7%	-6%
41	COc1ccc(NC(=O)CSc2sc3c(O)cc(=O)[nH]c3c2C#N)c(OC)c1	12	7	2	-1	-7%	5	1%	4.2%	-26%
42	Fc1cccc(C2CCCCN2Cc2nc(C3CC3)no2)c1 (stereo not drawn)	10	30	1	3	2%	-3	1%	-0.8%	?
43	O=C(Nc1ccc(F)c(Cl)c1)C1Cc2ccccc2CN1S(=O)(=O)c1ccc(F)cc1 (stereo not drawn)	0	-9	6	-3	nt	-3	nt	0.4%	nt
44	O=C(c1ccco1)N1CCN(Cc2c(Cl)cccc2Cl)CC1	-3	-5	3	-2	6%	-2	0%	0.8%	3%
45	Cc1ccc(CN2CCSCC2)cc1	9	6	1	-4	-1%	-6	1%	-0.3%	4%
